Screens from PubChem.
BCR signal inh – blocks chronic active B-cell receptor signaling. ABC-DLBCL IkBa-CBG/CBR reporter, luminescence ratio, 4 h. Potency, µM (top dose mostly 46.1 µM), for the others: at the top dose ratio change, negative = lower green/red ratio, hits mostly inhibitors. hit rate 0.05% among 340,000; active = well fitted inhibition curve with a large enough effect in the signal ratio, with a control signal flat, not every such curve was filed as active; inconclusive = small, poorly fitted or top-dose-only effect, or effect the other way, or a change in a side signal; the % refers to the signal ratio;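 note: potency is the fitted concentration of half-maximal effect; plate controls were basal doxycycline-induced cells for no effect and cells given 10 µM MG132 for full effect; MG132 reads +100%, hits lower the ratio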
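TMD8 human ABC-DLBCL cells with doxycycline-inducible IκBα–green luciferase fusion and unfused red luciferase, in 0.5% FBS medium; compounds up to 46 uM, 4 h at 37C. Green/red luminescence ratio, filter-overlap corrected, fitted to concentration-response curves.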
KCNH2 WT inh – KCNH2 (human, wildtype) channel inhibition; activity change, % at 1.84 µM; AID 720551; hit rate 0.37% among 340,000; U2OS, BacMam KCNH2, thallium flux FluxOr; hits give low values;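 active = maximum activity change below -70%; inconclusive = maximum activity change between -70% and -50%; inactive = maximum activity change above -50%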; note: % is set by controls: 0 for no effect and ±100 for the full control effect
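U2OS cells transduced with wild-type KCNH2 virus are loaded with FluxOr dye for 45 min, and thallium flux is measured in kinetic reads before and after stimulation buffer. Rate constants are normalized to DMSO controls.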
A-T KAP1 phos – candidate therapy for ataxia-telangiectasia. […] A-T fibroblasts, KAP-1 phosphorylation AlphaLISA; neocarzinostatin DNA damage 30 min before lysis. Potency, µM (doses to about 57.5 µM), for the others: at the highest dose activation, actives largely listed as activators. hit rate 0.19% among 320,000. AID 485349; note: potency is the fitted concentration of half-maximal effect; % of control where 0% means no effect; nearly all actives have a fitted effect of over 45% in size
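ATM-like activity read as KAP-1 phosphorylation via AlphaLISA donor/acceptor antibody pairs after lysis and 6 hr at 25C. Cells were ATM-null patient fibroblasts ([…], hTERT), dosed 60 min, then exposed to the DSB inducer NCS for 30 min.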
Tb PFK inh – inhibitors of T. brucei phosphofructokinase; O15648; T. brucei PFK, ADP-Glo luminescence; Potency, µM (series often up to 57.5 µM), for inactives: top-dose activity, negative = inhibition, most hits filed as inhibitors; hit rate 0.17% among 330,000; AID 485367;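 note: potency is the fitted concentration of half-maximal effect; 0% = uninhibited 1x PFK enzyme wells and -100% = no-enzyme wells; nearly all actives have a fitted effect of over 60% in size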
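In TEA buffer at pH 8.0 with 5 mM MgCl2, enzyme (1.25 nM) converted F6P (0.5 mM) and ATP (0.1 mM) for 45 min at room temperature. ADP product was read by luciferase luminescence.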
FBPA coupling cs – inhibits coupling enzyme system, counter-screen for aldolase hits; coupling enzyme system counterscreen, AmpLite Red fluorescence; activity change, negative = inhibition, % at 58.2 µM, hits read low; hit rate 0.67% among 290,000; AID 2472; in the data active = activity change below about -30%; note: % is set by controls: 0 for no effect and ±100 for the full control effect
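Counterscreen of the coupled detection system alone, without aldolase: glyceraldehyde-3-phosphate coupling enzymes plus AmpLite Red readout. Compounds at 57.5 uM final, 10 min RT preincubation, 20 min RT reaction, fluorescence 525/598 nm.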
GALK inh – inhibitors of human galactokinase; P51570; Purified GALK, Kinase-Glo residual ATP luminescence; Potency, µM (doses to about 57.5 µM), without a hit: at the top dose activity change, negative = inhibition, usual class: inhibitors; hit rate 0.007% among 270,000; AID 1868; note: potency is the fitted concentration of half-maximal effect; % is set by controls: 0 for no effect and ±100 for the full control effect
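ATP-depletion format; final 35 uM ATP, 100 uM D-galactose, 5 nM enzyme; pH 8.0 HEPES/Mg2+ buffer; 60 min RT; luminescence read 10 min after detection reagent.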
TCR activator – T cell receptor activation. primary human leukocytes, anti-CD3, IL-2 HTRF, 48 h. Potency, µM (doses to about 9.22 µM), inactives show at the highest dose activation of IL-2 secretion, usual class: activators. 330,000 tested, under 10 active. AID 504894; note: % of control where 0% means no effect
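IL-2 produced over 48 hr by a-CD3 bead-stimulated primary human leukocytes exposed to compounds was detected with a homogeneous time-resolved FRET immunoassay, 665nm acceptor signal after 320nm excitation.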
MLL CXXC-DNA inh – inhibitors of human MLL CXXC domain-DNA interaction; MLL-CXXC / FITC-HOXA9 DNA fluorescence polarization; Potency, µM (titrated, usually from 115 µM), without a hit: at the top dose activity change, negative = inhibition, actives largely listed as inhibitors; hit rate 0.037% among 290,000; active = well fitted inhibition curve with a large enough effect in the polarisation, with a control signal flat, not every such curve was filed as active; inconclusive = small, poorly fitted or top-dose-only effect, or effect the other way, or a change in a side signal; inactive = no such curve, though single readings can be large or run the other way; the % refers to the polarisation; note: potency is the fitted concentration of half-maximal effect
Target sequence (Q03164 whole entry, looked up, the tested form may be a part): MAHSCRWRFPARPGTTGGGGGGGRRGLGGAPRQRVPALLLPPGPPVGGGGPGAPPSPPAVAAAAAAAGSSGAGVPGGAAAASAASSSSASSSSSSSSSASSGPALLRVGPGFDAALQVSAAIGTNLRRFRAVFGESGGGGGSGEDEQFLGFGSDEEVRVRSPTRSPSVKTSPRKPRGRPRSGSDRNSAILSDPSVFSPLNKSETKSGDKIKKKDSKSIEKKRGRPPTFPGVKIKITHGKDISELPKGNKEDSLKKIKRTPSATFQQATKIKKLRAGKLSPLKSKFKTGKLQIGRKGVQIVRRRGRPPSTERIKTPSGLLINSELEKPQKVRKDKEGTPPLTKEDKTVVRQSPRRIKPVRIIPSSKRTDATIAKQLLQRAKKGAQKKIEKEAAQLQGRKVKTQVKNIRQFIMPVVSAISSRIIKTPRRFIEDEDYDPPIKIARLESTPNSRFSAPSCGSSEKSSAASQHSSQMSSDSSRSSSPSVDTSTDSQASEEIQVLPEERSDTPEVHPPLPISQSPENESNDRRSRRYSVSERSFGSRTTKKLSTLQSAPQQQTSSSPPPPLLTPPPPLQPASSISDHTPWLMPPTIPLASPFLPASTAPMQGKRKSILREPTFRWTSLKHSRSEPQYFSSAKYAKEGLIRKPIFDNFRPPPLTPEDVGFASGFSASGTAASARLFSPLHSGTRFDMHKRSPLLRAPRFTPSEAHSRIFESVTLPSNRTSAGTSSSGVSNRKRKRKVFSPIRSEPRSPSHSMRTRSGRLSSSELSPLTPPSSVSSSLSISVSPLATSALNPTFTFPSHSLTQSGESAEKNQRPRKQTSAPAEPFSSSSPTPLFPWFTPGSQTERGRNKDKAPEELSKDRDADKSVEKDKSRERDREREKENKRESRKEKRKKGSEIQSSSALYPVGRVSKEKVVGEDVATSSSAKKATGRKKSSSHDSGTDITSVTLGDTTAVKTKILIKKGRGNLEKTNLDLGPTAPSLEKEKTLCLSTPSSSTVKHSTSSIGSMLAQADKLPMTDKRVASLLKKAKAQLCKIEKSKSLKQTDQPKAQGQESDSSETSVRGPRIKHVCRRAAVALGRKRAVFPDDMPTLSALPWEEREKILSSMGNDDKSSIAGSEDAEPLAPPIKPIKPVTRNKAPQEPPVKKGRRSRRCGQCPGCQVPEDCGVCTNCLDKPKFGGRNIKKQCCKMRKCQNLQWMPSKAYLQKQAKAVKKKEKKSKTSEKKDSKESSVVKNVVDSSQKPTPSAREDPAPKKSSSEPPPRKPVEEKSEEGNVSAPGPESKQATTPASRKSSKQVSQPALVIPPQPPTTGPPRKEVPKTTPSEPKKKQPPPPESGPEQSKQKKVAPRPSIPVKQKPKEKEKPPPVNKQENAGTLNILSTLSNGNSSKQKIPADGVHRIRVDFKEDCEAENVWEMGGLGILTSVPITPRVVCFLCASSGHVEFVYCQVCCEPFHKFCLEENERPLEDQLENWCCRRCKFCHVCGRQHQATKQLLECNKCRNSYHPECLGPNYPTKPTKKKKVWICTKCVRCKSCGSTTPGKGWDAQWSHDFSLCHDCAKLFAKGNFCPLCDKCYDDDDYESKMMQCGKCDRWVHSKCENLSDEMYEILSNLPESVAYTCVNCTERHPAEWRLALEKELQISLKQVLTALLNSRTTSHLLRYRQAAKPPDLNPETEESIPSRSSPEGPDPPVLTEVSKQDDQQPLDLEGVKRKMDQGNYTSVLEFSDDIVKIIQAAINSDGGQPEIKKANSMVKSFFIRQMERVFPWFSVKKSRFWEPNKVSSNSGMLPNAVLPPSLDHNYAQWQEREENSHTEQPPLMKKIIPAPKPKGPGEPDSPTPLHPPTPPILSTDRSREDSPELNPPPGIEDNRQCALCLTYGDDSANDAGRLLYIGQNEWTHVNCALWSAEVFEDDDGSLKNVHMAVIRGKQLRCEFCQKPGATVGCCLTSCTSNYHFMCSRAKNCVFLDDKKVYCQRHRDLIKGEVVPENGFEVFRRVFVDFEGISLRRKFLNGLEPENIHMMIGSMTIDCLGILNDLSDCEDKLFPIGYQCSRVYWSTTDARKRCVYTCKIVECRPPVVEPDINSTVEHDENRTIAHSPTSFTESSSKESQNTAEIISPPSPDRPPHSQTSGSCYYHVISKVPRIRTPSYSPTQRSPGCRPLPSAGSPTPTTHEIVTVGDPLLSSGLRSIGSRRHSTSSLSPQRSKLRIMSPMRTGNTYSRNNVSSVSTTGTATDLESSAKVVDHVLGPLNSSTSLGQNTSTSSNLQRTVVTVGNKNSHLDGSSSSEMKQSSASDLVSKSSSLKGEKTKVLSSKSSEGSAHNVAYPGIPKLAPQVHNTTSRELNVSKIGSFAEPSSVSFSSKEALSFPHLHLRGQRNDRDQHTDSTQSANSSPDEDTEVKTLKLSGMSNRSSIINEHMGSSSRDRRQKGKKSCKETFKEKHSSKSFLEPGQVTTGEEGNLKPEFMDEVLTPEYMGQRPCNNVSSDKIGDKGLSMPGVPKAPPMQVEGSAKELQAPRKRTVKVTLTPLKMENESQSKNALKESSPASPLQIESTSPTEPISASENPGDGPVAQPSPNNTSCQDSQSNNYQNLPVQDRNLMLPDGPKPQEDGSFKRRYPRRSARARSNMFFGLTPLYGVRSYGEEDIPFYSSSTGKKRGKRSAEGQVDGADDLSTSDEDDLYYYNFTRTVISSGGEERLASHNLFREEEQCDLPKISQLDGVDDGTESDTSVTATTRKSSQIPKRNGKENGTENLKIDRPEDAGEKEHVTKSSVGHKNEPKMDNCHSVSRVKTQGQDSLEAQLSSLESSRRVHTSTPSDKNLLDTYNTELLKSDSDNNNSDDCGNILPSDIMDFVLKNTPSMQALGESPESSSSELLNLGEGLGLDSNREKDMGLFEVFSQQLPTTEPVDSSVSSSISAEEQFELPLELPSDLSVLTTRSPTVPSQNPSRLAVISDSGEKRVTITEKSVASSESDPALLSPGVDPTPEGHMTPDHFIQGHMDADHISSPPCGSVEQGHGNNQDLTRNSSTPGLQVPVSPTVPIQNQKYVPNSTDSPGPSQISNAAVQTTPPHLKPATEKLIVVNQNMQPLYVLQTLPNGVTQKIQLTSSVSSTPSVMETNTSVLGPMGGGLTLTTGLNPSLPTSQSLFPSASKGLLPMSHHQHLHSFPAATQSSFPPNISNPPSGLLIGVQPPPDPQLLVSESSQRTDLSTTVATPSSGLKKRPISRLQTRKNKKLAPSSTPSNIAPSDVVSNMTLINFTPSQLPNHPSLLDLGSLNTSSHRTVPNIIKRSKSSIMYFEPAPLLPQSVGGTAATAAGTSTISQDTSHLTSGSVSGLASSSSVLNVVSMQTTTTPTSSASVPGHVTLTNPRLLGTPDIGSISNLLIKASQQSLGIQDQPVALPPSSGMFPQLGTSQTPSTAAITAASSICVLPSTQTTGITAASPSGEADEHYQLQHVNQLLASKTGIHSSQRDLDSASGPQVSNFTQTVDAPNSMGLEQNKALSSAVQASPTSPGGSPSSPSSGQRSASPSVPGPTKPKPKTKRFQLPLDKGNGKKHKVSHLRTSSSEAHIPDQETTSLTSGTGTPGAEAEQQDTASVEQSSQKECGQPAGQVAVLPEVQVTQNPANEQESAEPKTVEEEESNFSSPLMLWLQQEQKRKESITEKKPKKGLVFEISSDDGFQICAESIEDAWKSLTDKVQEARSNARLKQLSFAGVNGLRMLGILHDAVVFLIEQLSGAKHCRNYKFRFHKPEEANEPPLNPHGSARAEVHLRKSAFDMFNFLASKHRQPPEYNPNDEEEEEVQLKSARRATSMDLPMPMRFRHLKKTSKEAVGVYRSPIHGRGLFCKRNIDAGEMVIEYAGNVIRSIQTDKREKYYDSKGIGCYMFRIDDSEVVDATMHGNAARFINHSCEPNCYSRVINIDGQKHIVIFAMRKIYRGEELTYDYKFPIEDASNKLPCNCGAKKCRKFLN
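Purified MLL-CXXC (added from a 7 uM solution) was preincubated 5 min at ambient with pinned compounds in 50 mM Tris-HCl pH 7.5, 50 mM NaCl, 1 mM DTT, 0.05% BSA. Fluorescein-labeled HOX-A9 DNA (50 nM solution) followed, 30 min, then polarization read.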
Giardia killer – kills Giardia lamblia. Giardia lamblia trophozoite viability. activity change, % at 7.66 µM, hits read low. hit rate 0.15% among 340,000. AID 540267; in the data active = activity change below about -80%; inconclusive = between about -30% and that limit;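 note: parasites exposed to compound for two days anaerobically before the ATP read; % is set by controls: 0 for no effect and ±100 for the full control effect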
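Each well holds 100 Giardia trophozoites and compound. After two days (48 hrs) at 37 deg C in anaerobic conditions, ATP is quantified by luminescence.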
TSHR antagonist – human thyrotropin receptor antagonism. P16473. TSHR-expressing cells, TSH-stimulated cAMP HTRF, 2 h; hits give low values. activity change, negative = inhibition, % at 11.5 µM. hit rate 0.2% among 330,000;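 active = activity change below a set negative limit, meaning inhibition stronger than a set level, cut at about -70% in these data; inconclusive = activity change between two set negative limits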; note: % is set by controls: 0 for no effect and ±100 for the full control effect
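Cell-based HTRF cAMP assay; TSHR cells + compound, TSH EC80 (4nM final), 2 h, 37 deg C. Lysis with anti-cAMP cryptate and cAMP-d2, 30 min RT, read 665/620 nm.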
An asterisk follows results filed as active; u = inconclusive; x = not tested or not shown; [ ] = another dose, or the depositor's remark. Unless noted, calls come from the whole dose curve; as a rule, active = well fitted curve in the direction sought with a large enough effect; inconclusive = small, poorly fitted or top-dose-only effect, or another doubt; inactive = no such curve, though single readings can be large; an effect the other way counts as inactive or inconclusive. Outcome played no part in choosing rows; any-hit rate near 1.6%.

SMILES | BCR signal inh | KCNH2 WT inh | A-T KAP1 phos | Tb PFK inh | FBPA coupling cs | GALK inh | TCR activator | MLL CXXC-DNA inh | Giardia killer | TSHR antagonist
COc1ccccc1NC(=O)N1CCn2c(nc3ccccc32)C1 | u | -2 | -3% | -1% | 4 | 1% | -2% | -7% | -2 | 4
CCCCCCCCCCOC(=O)NC1CCS(=O)(=O)C1 (configuration not stated) | -4% | -12 | 3% | 4% | 0 | -2% | 8% | -14% | -22 | 5
COC(=O)c1[nH]c2cc(OC)ccc2c1NC(=O)CCN1CCCC(C)(C)C1 | -4% | 10 | 4% | -5% | -3 | -1% | -10% | 5% | 13 | -4
O=C(CSc1nc2ccccc2c(=O)n1CC1CCCO1)Nc1ccc(F)cc1 (configuration not stated) | u | 4 | 7% | 3% | 2 | 5% | 4% | 11% | -3 | -3
O=S(=O)(c1cc(F)ccc1F)N1CCC2(CC1)OCCN2S(=O)(=O)c1cccs1 | 1% | 4 | -1% | 3% | x | x | 2% | x | -1 | 0
O=C(NC(=S)Nc1cc(C(F)(F)F)ccc1N1CCOCC1)c1ccc(-c2cccc(Cl)c2)o1 | -1% | 1 | 4% | -3% | -3 | x | -4%[46.1 µM] | 3% | 6 | 1
COc1ccc(Cc2nnc(NC(=O)c3ccccc3Cl)s2)cc1OC | 16% | -11 | -5% | -3% | 1 | -2% | -2% | 6% | 5 | -13
O=C(C1=COCCO1)N1CCN(c2nc3ccc([N+](=O)[O-])cc3s2)CC1 | 3% | 2 | 3% | 10% | x | x | -1% | x | 18 | -10
COc1ccc(C(=O)Nc2ccc(S(=O)(=O)NC(C)=O)cc2)cc1[N+](=O)[O-] | 0% | 1 | -2% | -1% | -6 | 8% | 4% | 7% | -1 | 5
Cc1nc(CN(C)C(=O)c2cc(COc3c(F)cccc3F)on2)cs1 | u | 4 | -2% | -1% | 3 | 8% | -5% | -6% | 9 | 0
CCn1c(SCC(N)=O)nnc1-c1ccc2[nH]c(C)c(C)c2c1 | 0% | -5 | -4% | 14% | 0 | 0% | x | 0% | 3 | 13
CC(C)CC(=O)Nc1nnc(SCC(=O)Nc2ccc(F)cc2)s1 | 3% | -3 | 2% | -4% | 1 | 9% | -5% | -12% | -15 | -1
Nc1c([N+](=O)[O-])c(=O)sc2ccccc12 | 2% | 2 | 0% | -2% | -6 | 11% | 3% | -1% | u | -3
COc1ccc(/C=C/C(=O)OCC(=O)NC2CCCC2)c(OC)c1 | 6% | 3 | 9% | 10% | x | x | -1% | x | 29 | -17
CC(c1nc2ccccc2c(=O)[nH]1)N1CCN(C)CC1 (configuration not stated) | 9% | -7 | 6% | -2% | 2 | -6% | 4% | -1% | 1 | -3
Cc1ccc(C(=O)C[n+]2ccccc2)cc1 | 3% | -16 | 14% | 2% | -1 | x | -5% | 28% | 14 | -4
O=C(CSc1nnc(CNC(=O)c2ccccc2)o1)NCc1ccc2c(c1)OCO2 | -1% | 7 | 22% | -1% | x | -4% | -6% | 18% | 5 | -2
Cc1cc(C(F)(F)F)c(C#N)c(SCC(=O)Nc2nc3cc(Br)ccc3s2)n1 | 0% | -14 | x | -13% | 2 | x | -7%[46.1 µM] | 20% | -6 | 28
CCCCN(C)CCCNC(=O)CCn1nc(-c2ccccc2)ccc1=O | 1% | 0 | 0% | -14% | 6 | -1% | 3% | 3% | -4 | 2
O=C(Cn1nc(C(=O)O)c2ccccc2c1=O)Nc1cc(Cl)ccc1-n1cncn1 | 1% | -21 | 4% | 1% | x | x | x | x | 2 | -9
CCCCNC(=O)C1CCCN(S(=O)(=O)c2ccc(-n3cnnn3)cc2)C1 (configuration not stated) | -2% | 40 | 4% | -5% | 4 | 10% | 4% | 2% | 3 | 4
COc1ccc(C(=O)N/N=C/c2ccc(OC)c(CN3CCCc4ccccc43)c2)cc1 | u | 3 | -2% | 7% | -5 | 0% | -3%[46.1 µM] | -5% | 0 | -5
COc1cc(OC)c(C(=O)NCCCn2ccnc2)cc1OC | u | 8 | -6% | 1% | 5 | 1% | -7% | 2% | -4 | -2
O=C(/C=C/Nc1cccc([N+](=O)[O-])c1)c1cccs1 | u | 3 | x | -14% | -7 | 2% | 6% | 5% | -14 | -9
COc1ccccc1NC(=O)c1cccc2c(Br)cccc12 | u | -3 | 17% | 3% | 1 | -7% | -3% | 10% | 10 | 19

Results in BCR signal inh, for some of the entries so far:
mol	BCR signal inh
Cc1cc(C(F)(F)F)c(C#N)c(SCC(=O)Nc2nc3cc(Br)ccc3s2)n1	0%
COc1cc(OC)c(C(=O)NCCCn2ccnc2)cc1OC	u

(list continues)
SMILES | BCR signal inh | KCNH2 WT inh | A-T KAP1 phos | Tb PFK inh | FBPA coupling cs | GALK inh | TCR activator | MLL CXXC-DNA inh | Giardia killer | TSHR antagonist
CCCCc1cc(=O)oc2cc(OCC(=O)N3C[C@H]4C[C@@H](C3)c3cccc(=O)n3C4)ccc12 | -13% | -3 | -1% | 0% | -1 | x | 6% | -8% | 7 | 23
CS(=O)(=O)N1CCN(C(=O)Cc2ccccc2)CC1 | u | 2 | 10% | 0% | 4 | 8% | -6% | 7% | -2 | 4
COc1cc(N=Nc2c(C)n(C)n(-c3ccccc3)c2=O)ccc1N | u | -6 | -1% | -7% | 0 | -3% | -4% | 0% | u | 5
CCN(CC#CCC(O)(c1ccccc1)c1ccccc1)C(C)C | -1% | 16 | -1% | 4% | 5 | 0% | -1%[46.1 µM] | 4% | 11 | 4
COc1cc2c(cc1OC)[C@@H]1O[C@](c3ccsc3)(C2)Oc2cc(C)n(-c3ccccc3)c(=O)c21 | -2%[9.22 µM] | x | 5%[11.5 µM] | 0%[11.5 µM] | 0 | x | x | 4%[23 µM] | x | x
Cc1cc(S(=O)(=O)N2CCN=C2c2ccccc2)ccc1F | u | 4 | -2% | 3% | -1 | 1% | -1% | 5% | 11 | 29
CCN(CC(=O)Nc1c(F)cccc1F)C(=O)c1csc2c1CCCC2 | 2% | 2 | 0% | -4% | x | x | -2% | x | -3 | 10
CCOC(=O)c1sc(NC(=S)NC(=O)c2ccccc2)nc1C | u | -9 | -2% | 3% | 0 | 4% | -9% | -8% | 17 | -3
CCc1ccc(C(C)NC(=O)C2CCCC2)cc1 (configuration not stated) | -6% | -7 | 1% | -3% | 0 | 0% | -4% | 0% | -16 | 20
CCOC(=O)C(C)Sc1nc(=O)n2cccc(C)c2n1 (configuration not stated) | 0% | -7 | 0% | -3% | 3 | 0% | 1% | 19% | 9 | 7
CCCCn1c(N)c(N(CC(C)C)C(=O)C2CCN(S(=O)(=O)c3ccc(Cl)cc3)CC2)c(=O)[nH]c1=O | 6% | -1 | 3% | -3% | x | x | -2% | x | -14 | 1
COc1ccc(CNC(=O)CN(C(=O)c2csnn2)c2ccccc2F)cc1 | 3% | -19 | -1% | 3% | 1 | -4% | -1% | 4% | -4 | 7
CC(=O)c1ccc(OCCOc2ccc(C#N)cc2)cc1 | 13% | -11 | 9% | 1% | 1 | -2% | 1% | 0% | -16 | -5
CC(Sc1nnc2ccccn12)C(N)=O (configuration not stated) | 0% | 0 | 1% | -3% | -3 | 1% | 0% | -2% | -29 | 7
C=C(C)c1cccc(C(C)(C)NC(=O)Nc2ccc(C)cn2)c1 | u | -5 | 5% | 0% | 2 | -2% | 5%[46.1 µM] | -1% | -4 | 4
C[C@H](CO)N1C[C@H](C)[C@@H](CN(C)S(=O)(=O)c2cn(C)cn2)Oc2ccc(NC(=O)Cc3ccccc3)cc2C1=O | 2% | 1 | 0% | 10% | x | x | 2% | x | 1 | -7
COc1cc(OC)cc(C(=O)N2CCN(C(=O)c3ccc(-c4ccccc4)cc3)CC2)c1 | -7% | 6 | 0% | -1% | -8 | -3% | -3% | -5% | 4 | -24
C=CCNC(=S)N(Cc1ccccc1)Cc1ccc(F)cc1 | 10% | 1 | -5% | -2% | 2 | 8% | 1% | 11% | -22 | 11
Cn1cc([N+](=O)[O-])c(C(=O)Nc2ccc3c(c2)OCCO3)n1 | u | -5 | 21% | -14% | 2 | 5% | -4% | 0% | -14 | 33
CC(C)CC(=O)OC(C)(C)[C@@H]1Cc2c(ccc3ccc(=O)oc23)O1 | 0% | -4 | -10% | -2% | x | x | -8% | x | 5 | -13
O=C(NC1=NCCS1)C1CC(=O)N(c2ccc(F)cc2)C1 (configuration not stated) | -3% | -2 | 2% | 0% | 0 | -4% | -4% | 1% | -5 | 5
NNC(=O)CN(CCc1ccccc1)S(=O)(=O)c1ccc(Cl)cc1 | 3% | -11 | 1% | 2% | -2 | 0% | -4% | -4% | 21 | -7
Cc1ccc(C(=O)Nc2cc(-c3ccn[nH]3)c(C)n(N)c2=O)cc1 | -2% | -8 | 2% | -5% | -1 | 1% | 2% | 5% | 5 | -1
